Screening data (PubChem BioAssay)
HKDC1 inh: inhibitors of human hexokinase HKDC1; Q2TB90; recombinant HKDC1, G6PDH/diaphorase resazurin coupled fluorescence; inhibition, % at 20 µM; actives 0.16% (n = 340,000); AID 493160;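 active = inhibition above about 35% when tested at 20 µM, limit read from the data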;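 note: plate controls were DMSO wells with enzyme for no effect and DMSO wells lacking enzyme for full effect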
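test system = in-house recombinant HK5 (HKDC1) enzyme | amount = HKDC1 at 5 µg/mL | control set = DMSO-enzyme wells negative, buffer-substituted wells positive | compound = one dose of 20 µM, 1% DMSO | schedule = reaction time 90 min, room temperature, protected from light | technique = resorufin fluorescence at 613 nm | reagent = glucose with 1 mM ATP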
NLRP3 yeast inh: inhibitors of NALP3 inflammasome in yeast | Yeast reconstituted NLRP3/ASC/caspase-1, beta-gal luminescence, 24 h | inhibition, % at 10 µM | actives 0.39% (n = 330,000) | AID 2825;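 active = inhibition of 50% or more; inactive = inhibition below 50%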;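 note: plate controls were induced DMSO wells for no effect and uninduced yeast grown without galactose for full effect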
SENP1 inh: SENP1 (human) catalytic domain inhibition. Q9P0U3. recombinant SENP1 catalytic domain, CyPet-SUMO1-YPet FRET cleavage. inhibition, % at 10 µM. actives 0.21% (n = 360,000). AID 624204;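 active = inhibition at least 30% at 10 µM, raw YFP signal under a set limit, fluorescence ratio 0.5 to 1.5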;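 note: 0% = enzyme with DMSO and 100% = no enzyme wells; some results filed as inactive read as strong as hits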
Target sequence (Q9P0U3 419-644 limits assumed): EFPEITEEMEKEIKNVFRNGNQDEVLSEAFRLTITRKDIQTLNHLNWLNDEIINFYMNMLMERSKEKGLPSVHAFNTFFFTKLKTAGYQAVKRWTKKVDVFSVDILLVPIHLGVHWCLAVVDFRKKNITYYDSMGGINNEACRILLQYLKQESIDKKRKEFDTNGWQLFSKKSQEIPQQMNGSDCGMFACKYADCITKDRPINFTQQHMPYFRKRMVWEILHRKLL
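Assay system: hSENP1 catalytic domain, recombinant. Amount: SENP1 enzyme, 20 pM final. Schedule: 50 min reaction, RT, dark. Technique: FRET, CFP and YFP emission. Control set: no-enzyme wells low, DMSO-plus-enzyme wells high control.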
SENP8 block-1: blocks human SENP8 cleavage of Nedd8 substrate | recombinant SENP8, Nedd8 substrate fluorescence | actives 0.64% (n = 360,000) | Q96LD8 | AID 602440 | inhibition, % at 20 µM; in the data active = inhibition mostly above about 40%, no sharp cut-off; inactive = mostly below about 27%
Target sequence (Q96LD8 whole entry, looked up): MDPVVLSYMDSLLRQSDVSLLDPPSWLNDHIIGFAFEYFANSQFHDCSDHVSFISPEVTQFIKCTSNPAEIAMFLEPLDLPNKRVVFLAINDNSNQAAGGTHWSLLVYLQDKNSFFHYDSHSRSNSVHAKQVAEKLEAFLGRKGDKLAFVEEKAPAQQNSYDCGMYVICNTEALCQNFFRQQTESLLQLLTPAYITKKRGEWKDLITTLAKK
SENP7 inh: inhibitors of human SENP7 protease; Q9BQF6; recombinant SENP7, Z-RLRGG-aminoluciferin luminescence, 40 min; inhibition, % at 5 µM; actives 1.5% (n = 330,000); AID 434973;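 active = inhibition above about 50% at the single test dose, limit read from the data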;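 note: plate controls were DMSO with enzyme for no effect and no enzyme buffer wells for full effect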
Apaf-1 inh: human Apaf-1 inhibition | reconstituted apoptosome caspase-3 activity, DEVD-Rh110 fluorescence | AID 489030 | inhibition, % at 20 µM | actives 0.71% (n = 330,000); active = inhibition of at least 40% at 20 µM;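 note: plate controls were DMSO wells for no effect and DEVD-CHO caspase inhibitor wells for full effect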
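Assay system: Apoptosome proteins | Medium: pH 7.5 Hepes buffer with CHAPS, BSA, DTT | Also added: Cytochrome c and DEVD-Rh110 substrate | Times: 30 min plus 50 min, RT | Detection: Rhodamine 110 fluorescence at Ex 480/Em 540 nm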
SENP8 block-2: inhibitors of human SENP8 protease | actives 1.2% (n = 330,000) | purified SENP8, Z-RLRGG-aminoluciferin cleavage, luminescence | Q96LD8 | AID 2540 | inhibition, % at 10 µM; in the data active = inhibition above about 50%
PfG6PD inh: PfG6PD (Plasmodium falciparum) enzyme inhibition. AID 504690. PfGluPho enzyme, NADPH resazurin-diaphorase fluorescence. actives 0.78% (n = 350,000). inhibition, % at 20 µM;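 active = inhibition reaching at least a set limit at 20 µM in the primary screen, cut at about 59% in these data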;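 note: 0% = DMSO wells with substrate and 100% = DMSO wells lacking glucose-6-phosphate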
SENP6 block: blocks the human protease SENP6; inhibition, % at 10 µM; Q9GZR1; Recombinant SENP6 catalytic domain, aminoluciferin luminescence; actives 1.8% (n = 330,000);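 active = inhibition above about 50% at the single tested dose, limit read from the data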;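 note: plate controls were DMSO wells with enzyme for no effect and DMSO wells lacking enzyme for full effect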
Target sequence (Q9GZR1 628-1112 limits assumed): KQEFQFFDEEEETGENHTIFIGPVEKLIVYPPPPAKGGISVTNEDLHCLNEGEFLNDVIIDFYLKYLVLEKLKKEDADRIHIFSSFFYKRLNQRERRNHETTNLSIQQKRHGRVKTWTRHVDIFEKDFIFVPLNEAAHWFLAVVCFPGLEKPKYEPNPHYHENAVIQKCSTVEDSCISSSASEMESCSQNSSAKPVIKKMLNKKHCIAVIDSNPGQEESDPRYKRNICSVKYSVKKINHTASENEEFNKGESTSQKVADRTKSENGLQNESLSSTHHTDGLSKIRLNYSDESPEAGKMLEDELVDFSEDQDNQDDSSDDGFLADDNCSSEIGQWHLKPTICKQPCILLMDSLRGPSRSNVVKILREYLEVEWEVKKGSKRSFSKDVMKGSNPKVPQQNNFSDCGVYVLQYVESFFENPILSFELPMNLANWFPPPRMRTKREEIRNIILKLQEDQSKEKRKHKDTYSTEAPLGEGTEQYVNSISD
Numbers without * were called inactive; nt = no result given.

Each structure is followed by: HKDC1 inh	NLRP3 yeast inh	SENP1 inh	SENP8 block-1	SENP7 inh	Apaf-1 inh	SENP8 block-2	PfG6PD inh	SENP6 block
CCOCc1cn(CC(=O)c2ccc([N+](=O)[O-])cc2)c(C)nc1=N
 : -5	6	0	35	7	-4	7	-6	-13
COc1ccc(S(=O)(=O)N2CCN(C(=O)CCSc3ccccc3)CC2)cc1
 : 0	22	1	20	-3	10	-7	-2	4
Cc1ccc(Cn2ccc(=O)c(OCc3c(Cl)cccc3Cl)c2C)cc1
 : 0	5	-4	8	5	24	2	18	-5
CC1(C(=O)NCCCNc2ncc(C(F)(F)F)cc2Cl)C=CCN1C(=O)c1ccccc1 (stereo not drawn)
 : 0	10	1	20	-1	1	7	0	2
O=C(Nc1ccc2c(c1)OCCO2)N1CCN(Cc2ccccc2)CC1
 : 5	4	0	-18	-2	-2	0	-3	-6
O=C(Nc1ccc2c(c1)OCCO2)c1ccccc1
 : 2	25	2	5	79*	5	61*	4	68*
COc1ccc(N2CCN(C(=O)CN3C(=O)NC(c4ccc(OC)cc4)(c4ccc(OC)cc4)C3=O)CC2)cc1
 : -4	7	-2	22	12	23	-3	3	7
Cc1cc(C)c(C#N)c(SCc2ccccc2F)n1
 : 3	22	-1	11	9	6	5	9	-2
O=C(COC(=O)c1ccc(C(F)(F)F)cc1)Nc1cccc(S(=O)(=O)NC2=NCCCCC2)c1
 : 2	12	2	7	-1	14	5	2	-11
Cc1nc(Nc2ccc(C(=O)O)cc2)sc1-c1ccccc1
 : -1	8	0	-400	100*	0	96*	-17	95*
CCOc1cccc(CNc2nnnn2C)c1
 : -6	10	0	9	-1	-14	-9	-8	5
Cc1c(NC(=O)C(C)SC(=S)N2CCCC2)c(=O)n(-c2ccccc2)n1C (stereo not drawn)
 : -4	6	1	8	-6	7	-15	-6	-6
Cn1cc(CN2CCC(C(O)c3cccs3)CC2)c(-c2ccccc2F)n1 (stereo not drawn)
 : -10	13	-3	18	1	-16	0	3	11
C[C@H](CO)N1C[C@H](C)[C@@H](CN(C)C(=O)Nc2ccc3c(c2)OCO3)Oc2c(NS(=O)(=O)c3cn(C)cn3)cccc2C1=O
 : -1	10	1	4	8	5	9	27	11
COc1cc(CNn2cnnc2)ccc1OCC(=O)NC1CCCCC1
 : -5	9	2	5	11	7	6	-7	1
Cc1ccccc1C(=O)N/N=C/c1cccc2ccccc12
 : -2	11	0	5	1	14	-4	31	-5
CSc1ccccc1NC(=S)Nc1cc(C)cc(C)c1
 : -2	10	2	15	-9	13	-8	6	-18
COc1ccccc1N(C)S(=O)(=O)c1ccc(C(=O)N2CCCc3ccccc32)cc1
 : 1	-1	1	11	-10	20	-4	4	-26
NC(=O)c1ccc(NC(=O)COc2cccc3c2CCNC3=O)cc1
 : -5	-3	2	0	-5	12	-5	0	-8
O=C(/C=C/c1ccc(F)cc1)N1CCCc2ccccc21
 : -4	21	0	-3	2	10	-19	2	-36
N#C/C(=C(/O)CSc1ccccn1)c1nc2ccccc2s1
 : -3	19	-37	-8	-6	3	6	-13	8
CN(CC(=O)NCCc1ccc(S(N)(=O)=O)cc1)CC(=O)Nc1ccc(Cl)cc1
 : -4	-2	3	10	2	-1	0	8	0
COc1ccc(C2CC(O)(c3ccccc3)Oc3cc(OC)ccc32)cc1 (stereo not drawn)
 : 6	7	0	8	-8	20	-3	16	-6
CCCCN(C(=O)CSc1nnnn1-c1ccccc1OC)C1CCS(=O)(=O)C1 (stereo not drawn)
 : -3	7	2	6	-8	13	-14	-2	1
Cn1c(CSCc2ccc(F)cc2)n[nH]c1=S
 : -6	17	0	4	-4	0	5	18	-6
COc1ccc(C(=O)Oc2c(OC)cc(C(=S)N3CCOCC3)cc2OC)cc1
 : -5	19	2	20	1	6	-8	-5	-2
COc1ccc(C(=O)OCC(=O)Nc2c(C)cccc2C)cc1
 : -5	17	2	7	-2	1	-12	-9	4
Cc1nc(CN2CCN(Cc3nc(C(c4ccccc4)c4ccccc4)no3)CC2)cs1
 : -5	23	-10	-13	-3	2	-1	4	-13
O=C(NCC(c1cccnc1)N1CCOCC1)C1CCCCC1 (stereo not drawn)
 : -1	1	-3	11	-2	-4	-5	-3	17
CCOc1ccc(CNC(=O)CCS(=O)(=O)c2ccc3c(c2)oc(=O)n3C)cc1
 : -4	9	-4	10	2	7	-1	-15	-20
CC1(C)Cc2c(sc3c2C2=NCCN2C=N3)CO1
 : 7	2	-21	-79	-2	2	1	40	9
O=S(=O)(C/C(=C/CO)S(=O)(=O)c1ccccc1)c1ccccc1
 : -4	-3	3	4	-10	13	-10	18	-11
O=C(CSCc1ccc(Br)cc1)Nc1ccc(S(=O)(=O)N2CCOCC2)cc1
 : 2	-5	1	16	1	4	-2	-7	1
Cc1nc(-c2cccc(NS(=O)(=O)c3cccc4ccccc34)c2)cs1
 : -3	4	1	6	-1	9	-6	2	-4
CCOc1ccc(NC(=O)c2ccc(NS(=O)(=O)c3cccs3)cc2)cc1
 : -1	12	1	10	9	2	-2	1	-15
Cc1nn(C)c(Cl)c1C(=O)NCC(=O)NCc1ccccc1
 : -4	24	4	18	6	-4	-5	4	6
C=CCNC(=S)Nc1ccc(N(C)C)cc1
 : 10	13	0	37	9	-6	-2	33	-12
Cc1cccc(C)c1NC(=O)C1(N(Cc2ccco2)C(=O)Cn2nnnc2N)CCCCC1
 : -5	6	2	7	-1	4	-13	5	-17
COC(=O)c1ccccc1NC(=S)NC(=O)c1ccccc1F
 : -4	-18	0	-53	2	3	1	10	9
CC[C@]1(C(=O)OC)[C@H]2C(=O)N(Cc3ccccc3)C(=O)[C@H]2[C@H]2CN=C(SCc3ccccc3)N21
 : -3	nt	2	15	-7	25	nt	13	nt
O=C(c1cncc(Br)c1)N1CCN(c2ccc(N3CCOCC3)nn2)CC1
 : -6	16	-8	-398	6	8	3	-2	-7
Cc1cc(-c2nn3c(-c4ccccc4)nnc3s2)c2ccccc2n1
 : -9	10	-5	9	-3	19	-2	56	11
COc1ccc(Cc2nc3ccccc3[nH]c2=O)cc1
 : -2	-6	1	-63	2	2	-3	8	-4
Cc1nn(Cc2ccc(Cl)cc2Cl)c(C)c1NC(=O)c1sc2ccccc2c1Cl
 : 1	-9	1	18	0	20	5	3	-11
CC(C)(C)C(=O)NC(=S)Nc1cc(C(=O)O)ccc1Cl
 : -7	16	3	17	-6	-1	-3	-18	10
CCC(C)(C)C1CCC(=NNC(=O)c2ccc(Br)o2)CC1 (stereo not drawn)
 : -4	16	9	14	7	5	-2	-2	9
Cc1ccc(Nc2nc(N3CCOCC3)c3ccccc3n2)cc1
 : -5	37	-7	-374	-1	4	-1	-6	-14
CCOC(=O)C1(NC(=O)C2(NC(=O)CN3C(=O)c4ccccc4C3=O)CCCC2)CCCC1
 : -7	nt	1	3	nt	nt	nt	-9	nt
Cc1nc(SC(C)C(=O)NC2CCCCC2C)c2c(C)c(C)sc2n1 (stereo not drawn)
 : -4	16	2	-10	6	14	-4	-5	0
Cn1cnnc1-c1cccc(NC(=O)c2cc(F)c(F)cc2Cl)c1
 : -6	-6	-1	11	7	-16	-3	15	-12

More compounds follow.
Each structure is followed by: HKDC1 inh	NLRP3 yeast inh	SENP1 inh	SENP8 block-1	SENP7 inh	Apaf-1 inh	SENP8 block-2	PfG6PD inh	SENP6 block
Cc1cc(C)c2cc(CNC3CCCC3)c(Cl)nc2c1
 : 0	18	0	-17	-2	-2	2	-15	-20
CC1SCC(NC(=O)c2ccccc2Cl)CS1 (stereo not drawn)
 : -3	5	0	21	-2	-17	1	-2	-6
Cc1ccc(N2C(=O)N(CC(=O)N3CCCc4ccccc43)C(=O)C2C)cc1 (stereo not drawn)
 : -4	-3	1	9	1	-12	-2	8	14
CCCC(=O)Nc1ccc(C(=O)NN=C(C2CC2)C2CC2)cc1
 : -10	10	1	18	3	3	1	2	-2
Cc1ccc(C(=O)OCC(=O)NCc2ccc(F)cc2)o1
 : -1	6	0	15	0	8	2	-3	0
Cc1ccc(NC(=O)CN(C)C(=O)CSc2nnc(C)s2)cc1
 : -10	7	0	10	-12	-4	-10	-8	-7
COc1cc2cc(C#N)c(SCC(=O)Nc3cc(C)on3)nc2cc1OC
 : 1	0	-5	-207	1	-13	10	-6	-8
CCN1CCN(CC(=O)c2c[nH]c3ccc(C)cc23)CC1
 : -8	-6	-2	20	-2	14	-5	-13	11
COC(=O)CNC(=O)C(Cc1c[nH]c2ccccc12)NC(=O)Oc1ccccc1 (stereo not drawn)
 : 0	20	0	8	-6	-21	-2	3	-1
COc1ccc(-c2oc(=O)c3cc(OC)c(OC)cc3c2-c2cc(F)cc(OC)c2)cc1
 : 0	-34	2	-169	9	12	-3	15	-12

3 compounds drawn at random from the list so far:
Each structure is followed by: HKDC1 inh	NLRP3 yeast inh	SENP1 inh	SENP8 block-1	SENP7 inh	Apaf-1 inh	SENP8 block-2	PfG6PD inh	SENP6 block
Cc1ccc(C(=O)OCC(=O)NCc2ccc(F)cc2)o1
 : -1	6	0	15	0	8	2	-3	0
CCN1CCN(CC(=O)c2c[nH]c3ccc(C)cc23)CC1
 : -8	-6	-2	20	-2	14	-5	-13	11
Cc1ccc(NC(=O)CN(C)C(=O)CSc2nnc(C)s2)cc1
 : -10	7	0	10	-12	-4	-10	-8	-7

The listing continues.
Each structure is followed by: HKDC1 inh	NLRP3 yeast inh	SENP1 inh	SENP8 block-1	SENP7 inh	Apaf-1 inh	SENP8 block-2	PfG6PD inh	SENP6 block
CC(C)[C@H](NC(=O)c1ccccc1F)C(=O)NNC(=O)c1cccs1
 : -5	13	2	14	6	1	-12	-5	-7
CC(C)C(NC(=O)c1ccccc1Cl)C(=O)OCc1nc2scc(-c3ccccc3Cl)c2c(=O)[nH]1 (stereo not drawn)
 : 16	22	4	-4	-5	17	-9	-12	-2
CCCn1c(=S)[nH]c2cc(C(=O)NCC3CCCO3)ccc2c1=O (stereo not drawn)
 : 2	2	1	17	3	7	8	2	2
O=C(Cc1ccccc1)NC1(Cc2ccc(O)cc2)CCCCC1
 : -2	-2	0	6	-3	1	-1	-14	4
O=C(O)c1ccccc1OC(C(=O)Nc1cc(Cl)cc(Cl)c1)c1ccccc1 (stereo not drawn)
 : -8	23	2	-6	2	5	-6	-8	-5
CCCCN(CCCNC(=O)C1CCN(S(=O)(=O)N2CCOCC2)CC1)c1ccccc1
 : -5	-1	1	4	-10	16	-6	-11	-15
Cc1ccc(C(=O)N2CCN(c3ccccc3Cl)CC2)cc1[N+](=O)[O-]
 : -9	11	1	11	2	3	4	17	-3
COc1ccc(CNC(=O)CCCn2nc(C)c([N+](=O)[O-])c2C)cc1
 : -7	13	1	4	-5	-2	1	-7	-6
COc1ccc(C(=O)NC2CCN(C(=S)NCc3ccco3)CC2)cc1
 : -11	19	-1	13	60*	-1	-3	-12	-11
O=C(c1[nH]ncc1[N+](=O)[O-])N1CCOCC1
 : -11	14	1	8	-7	4	-1	-20	5
CCOC(=O)c1cc(-c2ccccc2)sc1NC(=S)Nc1cccc(C)n1
 : -9	7	-3	17	3	-2	-4	-15	-4
